Screens from PubChem.
PI4K2A inh = qHTS for small molecular inhibitors of PI4K2A. Phosphatidylinositol 4-kinase type 2-alpha (Homo sapiens), Q9BTU6. purified PI4K2A, ADP-Glo luminescence, 1 h; hits give low values. activity change, negative = inhibition, % at 76.9 µM. 420,000 compounds, 0.13% hits. AID 1346378, 2018; in the data active = activity change below about -50%; inconclusive = mostly about -30% to -49%;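 note: -100% = wells without enzyme as full effect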
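Compounds are screened against recombinant PI4K2A using PI as substrate and ATP, the latter dispensed at 300 microM. Reactions run one hour at ambient temperature before ADP-Glo detection; full inhibition defined by wells lacking enzyme.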
D2 agonist = HTS Assay for Allosteric Agonists of the Human D2 Dopamine Receptor: Primary Screen for Agonists. D(2) dopamine receptor (Homo sapiens), P14416. 340,000 compounds, 0.53% hits. HEK293 T-REx D2 cells, calcium flux agonist mode. activation, % at 2 µM;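 active = activation over 3 SD above normal in the single-dose calcium agonist read, cut at about 30% in these data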; note: 0% is about no effect
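Agonism scored from kinetic calcium signal (1 read/sec, 180 s) following compound pin transfer, after a 10 s baseline. Cells: HEK293 Trex line expressing inducible D2 receptor coupled to calcium, dye-loaded after overnight culture at 30 C.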
TRHR ag = qHTS for Small Molecule Agonists and Allosteric Enhancers of Human TRH Receptor: Primary Screen for Agonists | Thyrotropin-releasing hormone receptor (Homo sapiens), P34981 | TRHR cells, calcium flux fluo-8, FDSS agonist mode | activation, % at 2 µM | 360,000 compounds, 0.18% hits | AID 493084, 2011; in the data active = activation above about 30%; note: 0% is about no effect
Target sequence (P34981 whole entry, looked up): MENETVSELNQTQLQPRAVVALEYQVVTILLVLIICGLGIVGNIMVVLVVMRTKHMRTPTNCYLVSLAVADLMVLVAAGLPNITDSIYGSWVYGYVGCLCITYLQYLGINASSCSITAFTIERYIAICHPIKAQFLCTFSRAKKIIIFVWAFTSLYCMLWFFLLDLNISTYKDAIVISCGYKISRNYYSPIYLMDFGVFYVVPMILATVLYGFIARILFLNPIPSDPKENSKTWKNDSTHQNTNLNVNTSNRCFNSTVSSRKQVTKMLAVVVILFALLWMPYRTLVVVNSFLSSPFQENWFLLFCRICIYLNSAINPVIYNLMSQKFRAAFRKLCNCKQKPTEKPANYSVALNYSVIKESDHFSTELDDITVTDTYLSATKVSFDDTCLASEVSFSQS
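Steps: seed TRHR cells overnight; add fluo-8 no-wash Ca dye, RT 30 min–1.5 h; record 10 s baseline; pin-transfer compounds; monitor fluorescence 1 cycle/s for the agonist window. Calcium increases flag candidate agonists.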
TRHR PAM = qHTS for Small Molecule Agonists and Allosteric Enhancers of Human TRH Receptor: Primary Screen for Enhancers. Thyrotropin-releasing hormone receptor (Homo sapiens), P34981. TRHR cells, fluo-8 calcium fluorescence, EC20 TRH enhancement. enhancement, % at 2 µM. 360,000 compounds, 0.66% hits; in the data active = enhancement above about 30%; note: 0% is about no effect
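Enhancer read-out: after compound pinning and an initial kinetic agonist-mode read, an EC20 of TRH (10 nM final) was injected and fluo-8 calcium signal (Ex 480/Em 530) followed at 1 s/cycle for 100 cycles in TRHR-expressing cells.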
USP1-UAF1 inh = Inhibitors of USP1/UAF1: Primary Screen. recombinant USP1/UAF1, Ub-Rhodamine cleavage fluorescence. Potency, µM (highest dose often 57.1 µM), inactives show at the top dose activity change, negative = inhibition, most hits filed as inhibitors. 390,000 compounds, 0.23% hits. AID 743255, 2014; note: potency is the fitted concentration of half-maximal effect; % is set by controls: 0 for no effect and ±100 for the full control effect; nearly all actives have a fitted effect of over 60% in size; inactives centre near -12
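USP1/UAF1 complex (1 nM) preincubated 15 min at room temperature with compound, then Ub-Rho substrate (150 nM final) added. Kinetic fluorescence at 480/540 nm over 6 reads at 60 s intervals; 50 mM HEPES pH 7.8, 0.5 mM EDTA, 0.1 mg/ml BSA, 1 mM TCEP, 0.01% Tween-20.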
TrxR1 inh = qHTS Assay for Inhibitors of Mammalian Selenoprotein Thioredoxin Reductase 1 (TrxR1): qHTS | 390,000 compounds, 1% hits | recombinant rTrxR1, NADPH fluorescence consumption, selenite substrate | Potency, µM (doses to about 114 µM), for the others: top-dose activity change, negative = inhibition, actives largely listed as inhibitors; note: potency is the fitted concentration of half-maximal effect; % is set by controls: 0 for no effect and ±100 for the full control effect; nearly all actives have a fitted effect of over 65% in size
Target sequence (O89049 whole entry, looked up): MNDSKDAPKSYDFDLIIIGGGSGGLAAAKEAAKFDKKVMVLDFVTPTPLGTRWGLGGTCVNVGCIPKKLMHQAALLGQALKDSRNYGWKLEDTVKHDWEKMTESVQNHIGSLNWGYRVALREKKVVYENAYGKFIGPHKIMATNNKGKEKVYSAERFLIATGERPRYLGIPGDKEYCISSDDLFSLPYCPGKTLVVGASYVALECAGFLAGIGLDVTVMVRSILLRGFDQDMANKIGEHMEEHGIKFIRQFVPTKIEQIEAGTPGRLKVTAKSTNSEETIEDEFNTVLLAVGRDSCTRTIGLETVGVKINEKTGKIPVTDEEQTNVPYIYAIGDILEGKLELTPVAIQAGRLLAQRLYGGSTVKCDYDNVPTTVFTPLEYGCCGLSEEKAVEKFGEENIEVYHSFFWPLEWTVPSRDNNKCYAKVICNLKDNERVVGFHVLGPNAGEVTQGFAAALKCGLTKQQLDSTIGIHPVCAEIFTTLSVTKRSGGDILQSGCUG
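Rat TrxR1 (90 nM in the dispensed reagent) was pre-reduced with 400 uM NADPH for 5 min at room temperature, then incubated with compound for 15 min. After 400 uM selenite was added, NADPH fluorescence (Ex 340/Em 450 nm) was followed for 8 min.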
D2 antag = HTS Assay for Allosteric Antagonists of the Human D2 Dopamine Receptor: Primary Screen for Antagonists. 340,000 compounds, 2% hits. inhibition, % at 10 µM. HEK293 TREx D2 cells, calcium flux, dopamine EC80. D(2) dopamine receptor (Homo sapiens), P14416. AID 485344, 2010; in the data active = inhibition above about 30%; note: 0% is about no effect
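HEK293 T-REx D2 cells, tet-induced, calcium dye no-wash. Cpd pintool add, 180 s kinetic, then EC80 DA, 180 s kinetic. Ca flux read.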
TrxR1 substrate = qHTS Assay for Substrates of Mammalian Selenoprotein Thioredoxin Reductase 1 (TrxR1): qHTS; Potency, µM (titrated, usually from 114 µM), for the others: top-dose activity change, negative = substrate turnover; Thioredoxin reductase 1, cytoplasmic (Rattus norvegicus), O89049; 390,000 compounds, 0.01% hits; AID 588456, 2011; purified TrxR1 substrate turnover, NADPH consumption readout; note: potency is the fitted concentration of half-maximal effect; % is set by controls: 0 for no effect and ±100 for the full control effect; nearly all actives have a fitted effect of over 50% in size
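Rat TrxR1, dispensed at 90 nM, was prereduced with 400 uM NADPH (final) for 5 min at ~22 deg C, then incubated with compound 15 min before 400 uM selenite. A first-read NADPH fluorescence drop versus no-compound background flagged substrates.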
mIDH1 inhibitor = qHTS for Inhibitors of mutant isocitrate dehydrogenase 1 (IDH1): qHTS | 390,000 compounds, 0.093% hits | Potency, µM (doses to about 76.6 µM), for the others: top-dose activity change, negative = inhibition, usual class: inhibitors | Isocitrate dehydrogenase [NADP] cytoplasmic (Homo sapiens), O75874 | IDH1-R132H enzyme, NADPH consumption, diaphorase/resazurin fluorescence; note: potency is the fitted concentration of half-maximal effect; % is set by controls: 0 for no effect and ±100 for the full control effect; nearly all actives have a fitted effect of over 65% in size
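IDH1-R132H (0.5 ug/mL) preincubated 30 min with compound, then NADPH (0.016 mM) and alpha-KG (2 mM) added; 80 min at RT, pH 7.5. Remaining NADPH coupled via diaphorase/resazurin to fluorescence (540/590 nm); concentration-response curves normalized to no-enzyme control.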
An asterisk follows results filed as active; ? = inconclusive; . = no result given; [ ] = remark or other dose. Unless noted, calls come from the whole dose curve; as a rule, active = well fitted inhibition curve with a large enough effect; inconclusive = small, poorly fitted or top-dose-only effect; inactive = no such curve, though single readings can be large or run the other way.

Molecule	PI4K2A inh	D2 agonist	TRHR ag	TRHR PAM	USP1-UAF1 inh	TrxR1 inh	D2 antag	TrxR1 substrate	mIDH1 inhibitor
O=C(NCc1ccccn1)c1ccccc1Cl	-1	0.3	-0.1	-1	-16%	20%	-8	11%	4%
COc1ccc(C2(C#N)CC[N+](C)(C)CC2)cc1	-1	0.9	0.2	20	-1%	-6%	-1	-7%	1%
O=P(O)(O)Cc1ccccc1OP(=O)(c1ccccc1)c1ccccc1	-6	-0.4	-0.2	6	2%	-1%	-23	0%	3%
CCC(=NCC1CCCO1)c1c(O)n(-c2ccc(OC)cc2)c(=O)[nH]c1=O (stereo unspecified)	-1	-1.3	-0.3	-2	-4%	18%	-2	2%	-1%
CC1=CC(C)C(COC(N)=O)(COC(N)=O)C(C)C1 (stereo unspecified)	-3	0.1	0.5	3	0%	-1%[57.1 µM]	-1	8%[57.1 µM]	3%
COc1cccc(N2C(=O)/C(=C/c3ccc(C)o3)C(=O)NC2=S)c1	-12	0.6	2.3	-4	-19%	25µM*	-10	-1%	7%
CCN(CC)C(=O)c1ccc(NC(=O)c2cc(-n3cnnc3)ccc2Cl)cc1	2	-0.6	0.3	4	-5%	4%	2	-1%	4%
CC(C)(C)OC(=O)c1c(N)n(Cc2ccco2)c2nc3ccccc3nc12	0	-1.1	0.8	1	-25%	19%[11.4 µM]	2	158%[57.1 µM]	-1%
CN(C)C(Cc1ccc(Cl)cc1)C(=O)c1ccccc1 (stereo unspecified)	-3	-0.8	-0.1	-5	-15%	0%	26	6%	5%
Cc1ccnc(NS(=O)(=O)c2ccc(N=Cc3c(O)n(C)c(=O)n(C)c3=O)cc2)n1	-8	3.7	1.9	4	-13%	-25%	0	-21%	3%
CCOC1=C(N2CC2)C(=O)C(OCC)=C(N2CC2)C1=O	-1	.	.	.	-9%	-12%[57.1 µM]	.	8%	7%
CCN1C[C@]2(C)CC[C@H](OC)[C@]34C2[C@H](OC(C)=O)[C@@]2(OCO[C@@]25C[C@H](OC)[C@H]2C[C@]3(O)C5[C@H]2OC)[C@@H]14	0	1.2	-0.2	13	-9%	6%	-24	0%	8%
CC(=NCCN1CCOCC1)c1c(O)n(-c2ccccc2C)c(=O)[nH]c1=O	-4	-0.1	0.0	-11	-18%	?	0	-9%	8%
N#CCCn1cc(C(=O)Nc2ccccc2Cl)c(-c2ccc([N+](=O)[O-])cc2)n1	13	0.4	0.3	-4	-4%	9%[57.1 µM]	0	-2%[57.1 µM]	6%
CC(C)(C)P(=O)(NCc1ccccc1)c1ccccc1 (stereo unspecified)	-3	0.0	2.5	5	3%	9%	1	3%	-4%
Cn1nnc2cc(NC(=O)Nc3cccc(Cl)c3)ccc21	-3	0.9	1.3	7	?	7%	-24	14%	-1%
COc1ccc(-c2nn(CCC#N)cc2C(=O)Nc2ccccc2Br)cc1	6	-2.2	-0.3	5	-12%	18%	-1	1%	-4%
CCCc1nc2ccccc2c(=O)n1-c1ccccc1OC	-1	0.7	-0.7	-5	-17%	6%[57.1 µM]	12	15%[57.1 µM]	7%
Cn1c(O)c(Cc2cccc(Cl)c2Cl)c(=O)n(C)c1=O	2	0.7	0.6	11	-20%	-7%	-27	-1%	-6%
CN(C)CCc1nc2ccccc2c(=O)n1-c1ccccc1	.	-0.1	0.5	5	.	.	6	.	.
Cc1ccc(N2Cc3ccccc3C2=N)cc1[N+](=O)[O-]	4	1.9	0.8	-3	-24%	0%[57.1 µM]	22	-1%[57.1 µM]	-13%
CC(=O)c1cn(Cc2ccc(F)cc2)c2ccccc12	-3	-0.8	-0.1	1	?	16%[57.1 µM]	-17	11%[57.1 µM]	0%
CC(C)Cn1cc(C(=O)N2CCC3(CC2)OCCO3)c2c3ccccc3n(C)c2c1=O	-2	0.7	0.4	0	4%	7%	-10	74%[activator]	1%
O=C(c1ccccc1F)c1cn(CC(=O)N2CCOCC2)c2ccccc12	5	-0.8	0.7	-2	-15%	-1%	16	-5%	2%
CN1CCCC(C(=O)c2ccccc2)C1 (stereo unspecified)	-7	42*	1.4	8	-3%	-8%	30*	-10%	6%
O=C1N(CN2CCOCC2)c2ccccc2C1(O)c1c[nH]c2ccccc12 (stereo unspecified)	-10	0.0	-0.1	-3	-13%	-19%	2	-7%	3%
COc1ccc(C)cc1NC(=O)N(Cc1ccc2c(c1)OCO2)C1CCN(Cc2ccccc2)CC1	-3	0.3	0.1	21	-7%	23%	.	2%	-9%
COc1cc2c(c(OC)c1O)-c1ccc(OC)c(=O)cc1C(NC(=O)C(F)(F)F)CC2 (stereo unspecified)	-2	.	.	.	-4%	-20%	.	-17%	8%
Cc1ccc(/C=C2/C(=O)NC(=O)N(C)C2=O)cc1	-20	-0.9	0.5	6	1%	-25%[57.1 µM]	6	11%[57.1 µM]	-2%
O=c1c2ccccc2nc(CNc2ccccc2)n1-c1ccccc1	7	-1.0	0.5	13	-27%	18%	-1	11%	0%
Clc1cccc(N2CCNCC2)c1Cl	0	1.6	0.4	-8	-16%	-6%	35*	-3%	6%
COc1cc(OC)c(OC)cc1/C=C1\C(=O)NC(=O)N(Cc2ccccc2)C1=O	-23	-0.1	0.1	14	-16%	?	-3	4%[57.1 µM]	-3%
C=Cn1ccnc1P(=S)(c1ccccc1)c1nccn1C=C	-1	-0.4	0.3	-3	-9%	17%[57.1 µM]	9	-16%[57.1 µM]	9%
CSc1nc2ccc(C)cc2c(=O)n1-c1cccnc1	-1	0.4	-0.2	6	-7%	7%	-21	-3%	-10%
COc1ccc(OC)c(NC2=NCCCS2)c1	-2	0.1	-0.4	1	-14%	16%[57.1 µM]	-11	5%[57.1 µM]	5%
COc1ccc(-n2c(C)nc3ccccc3c2=O)c([N+](=O)[O-])c1	0	0.0	0.0	3	-17%	18%[2.29 µM]	14	-1%[57.1 µM]	-3%
CCCCN1C(=O)/C(=C/C=C/c2ccco2)C(=O)NC1=S	-5	1.5	4.4	1	?	?	21	7%[57.1 µM]	-3%
N#Cc1ccccc1Cn1cc(C(=O)c2cccs2)c2ccccc21	3	-0.2	-0.5	3	-15%	6%	-30	-4%	0%
CCCc1nc2ccccc2c(=O)n1-c1cccc(OC)c1	2	.	.	.	1%	18%[57.1 µM]	.	5%[57.1 µM]	6%
COC(=O)C1=C(c2cccc(OC)c2OC)C[C@@H]2CC[C@H]1N2C(=O)N1CCC(O)CC1	-1	.	.	.	-21%	-5%[57.1 µM]	.	5%[57.1 µM]	20%
Cc1cccc(N2C(=O)NC(=O)/C(=C/c3ccc([N+](=O)[O-])o3)C2=O)c1	-13	1.2	4.8	3	?	13µM*	-2	-3%	-1%
O=C1NS(=O)c2cc([N+](=O)[O-])cc([N+](=O)[O-])c21 (stereo unspecified)	-4	2.0	0.5	4	-20%	1%	-4	-2%	4%
CC(C)(C)c1ccc(C(=O)C2CCCN(Cc3ccon3)C2)cc1 (stereo unspecified)	0	-1.5	1.5	-5	-2%	12%	-5	-1%	-1%
C=CCn1c(O)c(C(C)=NC2CCN(Cc3ccccc3)CC2)c(=O)[nH]c1=O	2	0.0	-0.7	2	-14%	12%	-1	1%	-5%
CC(=O)n1cc(C=C2C(=O)NC(=O)NC2=O)c2ccccc21	-14	-0.3	1.1	1	-5%	?	-7	-2%	0%
OC(CC#CCN1CCCCCC1)(c1ccccc1)C1CCCC1 (stereo unspecified)	1	0.6	0.5	9	-25%	7%	2	0%	2%
O=C1c2ccccc2-c2cc3ccccc3cc21	5	.	.	.	-25%	0%[11.4 µM]	.	5%[57.1 µM]	5%
CCCCC(=O)N/N=C/c1c(O)n(Cc2ccc(F)cc2)c(=O)[nH]c1=O	-1	-0.1	-0.3	3	1%	0%[57.1 µM]	-8	-3%	-1%

An excerpt; the hit share may differ from the screen's.
